Source: PubChem BioAssay (National Center for Advancing Translational Sciences (NCATS))
TDP1 cell CPT: DT40-hTDP1 cell growth loss with CPT | AID 686979 | chicken DT40 Tdp1-/-;hTDP1 cells + 20 nM CPT, ATP luminescence, 48 h | Potency, µM (doses to about 46.2 µM), for the others: at the top dose activity change, negative = growth inhibition, hits mostly inhibitors | 12% of 420,000 active; note: nearly all actives have a fitted effect of over 55% in size
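Cell growth measured by CellTiter-Glo luminescence after a minimum 48 h, 37 C compound exposure with 20 nM CPT in Tdp1-knockout DT40 cells stably expressing hTDP1, seeded 400/well; qHTS titration format.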
DT40 TDP1 no CPT: qHTS for Inhibitors of human tyrosyl-DNA phosphodiesterase 1 (TDP1): qHTS in cells in absence of CPT; Potency, µM (top dose mostly 46.2 µM), without a hit: at the top dose activity change, negative = growth inhibition, most hits filed as inhibitors; AID 686978, 2013; 15% of 420,000 active; DT40 Tdp1-/- hTDP1 cells, no CPT, ATP luminescence, 48 h; note: nearly all actives have a fitted effect of over 55% in size
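Readout: luminescence from CellTiter-Glo after 30 min in the dark at RT. Cells: DT40 Tdp1-/- with stable hTDP1, 400/well. Exposure: compounds alone, ≥48 hr, 37 °C.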
GCN5L2 inh: GCN5L2 (KAT2A) acetyltransferase inhibition; Q92830; GCN5L2 HAT assay, ThioGlo1 CoA-SH fluorescence; Potency, µM (highest dose often 58.9 µM), for inactives: top-dose activity change, negative = inhibition, most hits filed as inhibitors; 0.21% of 390,000 active; AID 504327
Target sequence (Q92830 whole entry, looked up): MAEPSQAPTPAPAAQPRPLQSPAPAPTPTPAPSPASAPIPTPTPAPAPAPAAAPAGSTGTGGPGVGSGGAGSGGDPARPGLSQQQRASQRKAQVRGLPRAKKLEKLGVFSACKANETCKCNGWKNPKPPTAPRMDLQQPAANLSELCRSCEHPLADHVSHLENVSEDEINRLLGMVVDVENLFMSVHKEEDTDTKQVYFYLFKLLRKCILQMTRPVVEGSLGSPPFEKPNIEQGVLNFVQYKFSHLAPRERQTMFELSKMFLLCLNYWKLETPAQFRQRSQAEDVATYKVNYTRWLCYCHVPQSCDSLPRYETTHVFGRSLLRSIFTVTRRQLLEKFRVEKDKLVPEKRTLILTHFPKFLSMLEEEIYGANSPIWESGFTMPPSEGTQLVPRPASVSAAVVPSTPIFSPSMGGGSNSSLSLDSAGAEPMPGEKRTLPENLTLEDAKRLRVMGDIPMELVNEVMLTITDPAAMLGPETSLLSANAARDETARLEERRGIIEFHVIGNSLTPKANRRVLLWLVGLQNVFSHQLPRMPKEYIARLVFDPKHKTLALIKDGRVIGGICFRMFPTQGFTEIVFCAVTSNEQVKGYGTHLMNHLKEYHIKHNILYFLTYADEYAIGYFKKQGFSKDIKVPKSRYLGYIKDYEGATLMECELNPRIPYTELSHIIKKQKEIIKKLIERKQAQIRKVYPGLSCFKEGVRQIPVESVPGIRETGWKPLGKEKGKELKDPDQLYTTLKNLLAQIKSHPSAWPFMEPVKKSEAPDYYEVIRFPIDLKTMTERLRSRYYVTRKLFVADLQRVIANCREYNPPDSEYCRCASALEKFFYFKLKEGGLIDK
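Enzyme at 20nM final was mixed with library compounds for 15 min at room temperature. Peptide H3(1-25) at 75uM, acetyl-CoA at 70uM and ThioGlo1 at 50uM were then added. Plates were read immediately and after 20 min (Ex340nm/Em540nm).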
* hit, by the source's call; & = joins results of further samples. Calls come from the whole dose curve; as a rule, active = well fitted curve in the direction sought with a large enough effect; inconclusive = small, poorly fitted or top-dose-only effect, or another doubt; inactive = no such curve, though single readings can be large; an effect the other way counts as inactive or inconclusive. % is set by controls: 0 for no effect and ±100 for the full control effect; potency is the fitted concentration of half-maximal effect.

`CCOC(=O)c1cc(OC(=O)c2cccc([N+](=O)[O-])c2)n(-c2ccccc2)n1` gave TDP1 cell CPT -17.0%, DT40 TDP1 no CPT -8.3% and GCN5L2 inh 0.3%.
`COc1ccc(N/N=C(\C#N)C(=N)N2CCOCC2)cc1` gave TDP1 cell CPT -20.2%, DT40 TDP1 no CPT 4.3% and GCN5L2 inh -6.4%.
Screening O=C(COc1ccccc1F)NNC(=O)Cn1c(=O)cnc2ccccc21 returned TDP1 cell CPT -18.6%, DT40 TDP1 no CPT inconclusive and GCN5L2 inh -4.4%.
NC1=NC[C@H](Cc2ccccc2)N1CCCCC1CCCCC1 was read as TDP1 cell CPT 5.17µM*, DT40 TDP1 no CPT 5.17µM* and GCN5L2 inh -3.0%.
For Nc1c(Cl)ncnc1NCc1ccccc1 the results were TDP1 cell CPT inconclusive, DT40 TDP1 no CPT inconclusive and GCN5L2 inh -2.8%.
Screening COc1ccc(CNC(=O)c2ccc(Sc3ccc(Cl)cc3)c(NC(C)=O)c2)c(OC)c1 returned TDP1 cell CPT inconclusive, DT40 TDP1 no CPT inconclusive and GCN5L2 inh -0.2%.
For CCN(C(=O)CN1C(=O)NC(c2ccccc2)(c2ccccc2)C1=O)c1ccccc1 the results were TDP1 cell CPT -0.5%, DT40 TDP1 no CPT inconclusive and GCN5L2 inh -3.1%.
For O=C1CCCC2=C1C(c1ccccc1)CC(=O)N2c1ccc(F)cc1F (stereo unspecified) the results were TDP1 cell CPT -3.6%, DT40 TDP1 no CPT -18.6% and GCN5L2 inh -5.1%.
Screening COc1cc(C2C(C#N)=C(N)Oc3cc4c(cc32)OCO4)cc(OC)c1OC (stereo unspecified) returned TDP1 cell CPT 0.184µM*, DT40 TDP1 no CPT 0.164µM* and GCN5L2 inh -0.2%.
`COc1ncccc1-c1nnn(-c2ccc(C)cc2)n1` gave TDP1 cell CPT -6.0%, DT40 TDP1 no CPT inconclusive and GCN5L2 inh 2.5%.
COC(=O)c1cc(C(=O)OC)n(Cc2ccc(Cl)cc2Cl)n1 was read as TDP1 cell CPT -19.3%, DT40 TDP1 no CPT 1.8% and GCN5L2 inh -4.2%.
`CCc1cc(C(=O)c2ccc(OC)cc2)c(NC(=O)CCC(=O)O)s1` gave TDP1 cell CPT 2.5%, DT40 TDP1 no CPT -5.3% and GCN5L2 inh -3.7%.
For CCCCC[C@@H]1C=C(C(=O)O)[C@H](c2ccc(Br)cc2)N1S(=O)(=O)c1ccc(C)cc1 the results were TDP1 cell CPT 10.0%, DT40 TDP1 no CPT 3.5% and GCN5L2 inh inconclusive.
Screening N#CC1=C(SCC(=O)NCc2ccccc2)NC(=O)CC1c1ccco1 (stereo unspecified) returned TDP1 cell CPT inconclusive, DT40 TDP1 no CPT 23.1µM* and GCN5L2 inh -17.7%.
For COc1ccc(C(=O)Nc2cc3c(cc2N2CCOCC2)n(C)c(=O)n3C)cc1OC the results were TDP1 cell CPT inconclusive, DT40 TDP1 no CPT -16.8% and GCN5L2 inh -13.9%.
For CN(C)c1cc[n+](CC[n+]2ccc(N(C)C)cc2)cc1 the results were TDP1 cell CPT 9.9%, DT40 TDP1 no CPT -3.7% and GCN5L2 inh 0.1%.
For O=C(CC[C@H]1O[C@@H](n2cnc3c(NC(=O)c4ccccc4)ncnc32)[C@H](O)[C@@H]1O)N[C@@H](CO)c1ccccc1 the results were TDP1 cell CPT -19.6% and DT40 TDP1 no CPT -1.5%.
`CN(C)CCCNc1nc2cc(-c3cncnc3)sc2c(=O)n1C` gave TDP1 cell CPT -29.3% and DT40 TDP1 no CPT -27.4%.
`CCCc1nc(N)c(C#N)c(N)c1C#N` gave TDP1 cell CPT inconclusive, DT40 TDP1 no CPT inconclusive and GCN5L2 inh -6.4%.
CCCCN(CC)C(=O)C1CCC(CNS(=O)(=O)c2cccc3nsnc23)CC1 (stereo unspecified) was read as TDP1 cell CPT 23.1µM*, DT40 TDP1 no CPT 9.2µM* and GCN5L2 inh -18.9%&-17.1%.
Screening CN(C)c1nc(-c2ccc3c(c2)OCO3)nc2ccccc12 returned TDP1 cell CPT inconclusive, DT40 TDP1 no CPT inconclusive and GCN5L2 inh inconclusive.
`CCC(C(=O)Nc1cc(OC)ccc1OC)n1nc(-c2ccccc2)c2c(c1=O)CCCC2` (stereo unspecified) gave TDP1 cell CPT 16.4µM*, DT40 TDP1 no CPT 18.4µM* and GCN5L2 inh -17.1%.
`O=C(Cn1nc(CNc2ccc(Cl)cc2)[n+]2c1CCCCC2)c1ccc(Br)cc1` gave TDP1 cell CPT 23.1µM*, DT40 TDP1 no CPT inconclusive and GCN5L2 inh 22.8%.
Screening Cc1cccc(C)c1NC(=O)C(NC(=O)CN1C(=O)c2ccccc2C1=O)c1ccccc1 (stereo unspecified) returned TDP1 cell CPT 25.7%, DT40 TDP1 no CPT -13.2% and GCN5L2 inh 13.9%.
CN(CC(=O)Nc1cc(S(=O)(=O)N2CCCC2)ccc1Cl)Cc1ccc2c(c1)OCO2 was read as TDP1 cell CPT -96.6%, DT40 TDP1 no CPT inconclusive and GCN5L2 inh -7.7%.
For CC1=C(C(=O)OC2CCCC2)C(c2c(F)cccc2Cl)CC(=O)N1 (stereo unspecified) the results were TDP1 cell CPT inconclusive, DT40 TDP1 no CPT 14.6µM* and GCN5L2 inh -2.4%.
O=C(Nc1ccccc1)c1ccc(S(=O)(=O)N2CCC(C(=O)O)CC2)cc1 was read as TDP1 cell CPT -5.9%, DT40 TDP1 no CPT 4.8% and GCN5L2 inh -4.0%.
Screening CN(C)CCCCCCCCCCC(=O)/C=N/O returned TDP1 cell CPT inconclusive and DT40 TDP1 no CPT inconclusive.
For CCOc1ccc2[nH]c(O)c(NC(C)=O)c2c1 the results were TDP1 cell CPT -1.6%, DT40 TDP1 no CPT 5.9% and GCN5L2 inh 1.6%.
O=C1C=CC2C(c3ccc4c(c3)OCO4)CC1N2Cc1ccccc1 (stereo unspecified) was read as TDP1 cell CPT 8.2µM*, DT40 TDP1 no CPT 6.51µM* and GCN5L2 inh 2.7%.
Screening O=C(Nc1ccc(Br)c(C(F)(F)F)c1)c1ccccc1 returned TDP1 cell CPT 20.6µM*, DT40 TDP1 no CPT 23.1µM* and GCN5L2 inh -5.7%.
Screening CCCCn1c(SCC(=O)Nc2cc(NC(=O)c3ccco3)ccc2C)nc2ccccc2c1=O returned TDP1 cell CPT inconclusive, DT40 TDP1 no CPT 23.1µM* and GCN5L2 inh -10.8%.
Cc1ccccc1OCC(=O)Nc1nc(C)c(C(=O)N(C)C)s1 was read as TDP1 cell CPT -13.6%, DT40 TDP1 no CPT inconclusive and GCN5L2 inh -1.2%.
`COc1ccc(N(CC(=O)Nc2cc(Cl)ccc2OC)C2=NC3CS(=O)(=O)CC3S2)cc1` (stereo unspecified) gave TDP1 cell CPT -13.9%, DT40 TDP1 no CPT -4.1% and GCN5L2 inh -5.6%.
O=C(Nc1ccccc1)c1nc[nH]c1C(=O)Nc1ccccc1F was read as TDP1 cell CPT inconclusive and DT40 TDP1 no CPT 11.6µM*.
CC(CNC(=O)C1CCN(S(=O)(=O)c2ccc3c(ccn3C)c2)CC1)c1ccccc1 (stereo unspecified) was read as TDP1 cell CPT -23.3%, DT40 TDP1 no CPT -4.4% and GCN5L2 inh 3.0%.
Screening COc1ccc([C@H]2C[C@@H](O)C[C@@H](CCn3cc(-c4ccccc4)nn3)O2)cc1 returned TDP1 cell CPT -20.7% and DT40 TDP1 no CPT -17.8%.
Cc1nn(C)c(C)c1NC(=O)c1cc2nc(-c3ccco3)cc(C(F)(F)F)n2n1 was read as TDP1 cell CPT -2.1%, DT40 TDP1 no CPT -20.1% and GCN5L2 inh -14.5%.
Screening O=C(CN1C(=O)C2C3C=CC(C3)C2C1=O)Nc1ccc(S(=O)(=O)N2CCCCC2)cc1 (stereo unspecified) returned TDP1 cell CPT 15.3%, DT40 TDP1 no CPT inconclusive and GCN5L2 inh -5.4%.
CCS(CC)=NS(=O)(=O)c1ccc(NC(C)=O)cc1 was read as TDP1 cell CPT 11.4%, DT40 TDP1 no CPT -2.8% and GCN5L2 inh -4.2%.
O=C(/C=C/c1ccccc1)Nc1ncn[nH]1 was read as TDP1 cell CPT 7.31µM*, DT40 TDP1 no CPT 10.3µM* and GCN5L2 inh 1.4%.
Screening O=C(N[C@H](Cc1cc(=O)[nH]c2ccccc12)C(=O)O)c1ccc(Cl)cc1 returned TDP1 cell CPT inconclusive, DT40 TDP1 no CPT inconclusive and GCN5L2 inh 3.8%.
Screening COc1ccc(C(=O)N2CCN(CCNC(=O)C(=O)Nc3ccc(F)cc3)CC2)cc1OC returned TDP1 cell CPT -28.8%, DT40 TDP1 no CPT inconclusive and GCN5L2 inh -4.1%.
CCc1cccc(NC(=O)c2ccc(CNS(=O)(=O)c3ccc4c(c3)C(C)(C)C(=O)N4C)cc2)c1 was read as TDP1 cell CPT inconclusive, DT40 TDP1 no CPT 16.4µM* and GCN5L2 inh -11.3%.
For CC(=O)c1cccc(S(=O)(=O)N2CCC(C(=O)NC3CCCC3)CC2)c1 the results were TDP1 cell CPT -4.0%, DT40 TDP1 no CPT -9.6% and GCN5L2 inh -11.1%.
CCCCNC(=O)c1ccc2c(c1)ncn2C1CCCCC1 was read as TDP1 cell CPT -28.0%, DT40 TDP1 no CPT -14.7% and GCN5L2 inh -7.1%.
CC(=O)C1=C(C)N(CC2CC2)C(=O)N[C@H]1c1ccc(Br)cc1 was read as TDP1 cell CPT 3.5%, DT40 TDP1 no CPT inconclusive and GCN5L2 inh -1.1%.
`O=C(c1ccccc1)N1CCOC12CCN(c1ncc(C(F)(F)F)cc1Cl)CC2` gave TDP1 cell CPT inconclusive, DT40 TDP1 no CPT inconclusive and GCN5L2 inh -0.2%.
For O=[N+]([O-])c1ccc(N2CCN(S(=O)(=O)c3cnc[nH]3)CC2)cc1 the results were TDP1 cell CPT -29.6%, DT40 TDP1 no CPT -7.1% and GCN5L2 inh -10.2%.
Screening COc1cccc(NC(=O)CNC(=O)c2cccs2)c1 returned TDP1 cell CPT 2.4%, DT40 TDP1 no CPT -0.4% and GCN5L2 inh 1.0%.
`c1ccc2c(-c3ccc(OCCN4CCCCC4)cc3)c(-c3ccsc3)sc2c1` gave TDP1 cell CPT 16.4µM*, DT40 TDP1 no CPT 16.4µM* and GCN5L2 inh 0.6%.
`O=C(Nc1nc2ccccc2[nH]1)c1cccc(F)c1` gave TDP1 cell CPT inconclusive, DT40 TDP1 no CPT 16.4µM* and GCN5L2 inh -6.1%.
For C[C@H]1CN([C@@H](C)CO)C(=O)CCCn2cc(nn2)CO[C@@H]1CN(C)C(=O)OCc1ccccc1 the results were TDP1 cell CPT 4.6% and DT40 TDP1 no CPT -2.2%.
For COc1cccc(C(=O)Nc2ccc(C(=O)O)cc2)c1 the results were TDP1 cell CPT -15.4%, DT40 TDP1 no CPT inconclusive and GCN5L2 inh -1.8%.
Screening O=C(O)C1CCC(Cn2c(SCc3cc(=O)n4cc(Cl)ccc4n3)nc3ccsc3c2=O)CC1 (stereo unspecified) returned TDP1 cell CPT inconclusive, DT40 TDP1 no CPT inconclusive and GCN5L2 inh -2.2%.
Screening COC(=O)/C=C(\C)NC(=O)c1ccc(F)cc1 returned TDP1 cell CPT -3.5%, DT40 TDP1 no CPT -24.1% and GCN5L2 inh -4.1%.
`Cc1ccc(CNC(=O)COC(=O)CSc2cc(C)c(Br)cc2C)cc1` gave TDP1 cell CPT 29.2%, DT40 TDP1 no CPT -8.7% and GCN5L2 inh -7.0%.
CCOc1ccc(NC(=O)CC2C(=O)N(c3ccccc3)C(=O)N2Cc2ccccn2)cc1 (stereo unspecified) was read as TDP1 cell CPT -22.2%, DT40 TDP1 no CPT -27.3% and GCN5L2 inh -2.0%.
Screening CCN(C(=O)c1c([N+](=O)[O-])cnn1C)c1ccccc1 returned TDP1 cell CPT -21.0% and DT40 TDP1 no CPT -15.7%.

5 compounds picked at random from those above:
CCOc1ccc(NC(=O)CC2C(=O)N(c3ccccc3)C(=O)N2Cc2ccccn2)cc1 (stereo unspecified) was read as TDP1 cell CPT -22.2%, DT40 TDP1 no CPT -27.3% and GCN5L2 inh -2.0%.
For COc1cccc(C(=O)Nc2ccc(C(=O)O)cc2)c1 the results were TDP1 cell CPT -15.4%, DT40 TDP1 no CPT inconclusive and GCN5L2 inh -1.8%.
`c1ccc2c(-c3ccc(OCCN4CCCCC4)cc3)c(-c3ccsc3)sc2c1` gave TDP1 cell CPT 16.4µM*, DT40 TDP1 no CPT 16.4µM* and GCN5L2 inh 0.6%.
Screening COC(=O)/C=C(\C)NC(=O)c1ccc(F)cc1 returned TDP1 cell CPT -3.5%, DT40 TDP1 no CPT -24.1% and GCN5L2 inh -4.1%.
Screening O=C(O)C1CCC(Cn2c(SCc3cc(=O)n4cc(Cl)ccc4n3)nc3ccsc3c2=O)CC1 (stereo unspecified) returned TDP1 cell CPT inconclusive, DT40 TDP1 no CPT inconclusive and GCN5L2 inh -2.2%.
